# TrxR1 inh: blocks rat thioredoxin reductase 1; O89049; recombinant rTrxR1, NADPH fluorescence consumption, selenite substrate; Potency, µM (top dose mostly 114 µM), for inactives: at the top dose activity change, negative = inhibition, hits mostly inhibitors; 1% of 390,000 active; also: potency is read from the fitted curve at half-maximal effect; % is scaled to controls: 0 for no effect and ±100 for the full control effect; nearly all actives have a fitted effect of over 65% in size
# Target sequence (O89049 whole entry, looked up): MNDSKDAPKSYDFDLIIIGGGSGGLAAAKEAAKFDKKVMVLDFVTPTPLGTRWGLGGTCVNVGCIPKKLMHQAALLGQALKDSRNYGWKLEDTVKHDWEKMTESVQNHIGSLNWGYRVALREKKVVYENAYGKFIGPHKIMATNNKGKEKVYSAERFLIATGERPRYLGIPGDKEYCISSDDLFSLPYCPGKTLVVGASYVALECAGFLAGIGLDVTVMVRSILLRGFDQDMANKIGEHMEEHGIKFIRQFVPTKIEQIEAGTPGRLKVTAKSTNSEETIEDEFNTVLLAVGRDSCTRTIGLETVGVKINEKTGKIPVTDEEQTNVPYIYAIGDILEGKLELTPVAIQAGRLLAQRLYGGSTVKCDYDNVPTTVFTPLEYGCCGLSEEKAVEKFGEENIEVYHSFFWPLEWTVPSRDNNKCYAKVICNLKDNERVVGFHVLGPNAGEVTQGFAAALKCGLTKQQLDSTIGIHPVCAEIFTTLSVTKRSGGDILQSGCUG
#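 Rat TrxR1 (90 nM in the dispensed reagent) was pre-reduced with 400 uM NADPH for 5 min at room temperature, then incubated with compound for 15 min. After 400 uM selenite was added, NADPH fluorescence (Ex 340/Em 450 nm) was followed for 8 min.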
# RGS4 inhibitor: blocks human RGS4-accelerated GTP hydrolysis; P49798; Potency, µM (doses to about 114 µM), for inactives: at the top dose activity change, negative = inhibition, hits mostly inhibitors; 0.039% of 390,000 active; Transcreener GDP fluorescence polarization, RGS4-accelerated GTP hydrolysis; also: potency is read from the fitted curve at half-maximal effect; % is scaled to controls: 0 for no effect and ±100 for the full control effect; nearly all actives have a fitted effect of over 75% in size; some results filed as inactive show a strong effect at the top dose
#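 MLSMR compounds (23 nl, pin-transferred) preincubated 10 min at room temperature with a 500nM (2x) first reagent, then RGS4 at 900nM (2x) plus Transcreener GDP mix added; fluorescence polarization (620/688 nm) read before and after 90 min at 30 °C.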
# mIDH1 inhibitor: blocks human mutant IDH1 R132H enzyme; AID 602179; 0.093% of 390,000 active; IDH1-R132H enzyme, NADPH consumption, diaphorase/resazurin fluorescence; Potency, µM (series often up to 76.6 µM), for inactives: at the highest dose activity change, negative = inhibition, most hits filed as inhibitors; also: potency is read from the fitted curve at half-maximal effect; % is scaled to controls: 0 for no effect and ±100 for the full control effect; nearly all actives have a fitted effect of over 65% in size
# Target sequence (O75874 whole entry R132H, stated change not applied): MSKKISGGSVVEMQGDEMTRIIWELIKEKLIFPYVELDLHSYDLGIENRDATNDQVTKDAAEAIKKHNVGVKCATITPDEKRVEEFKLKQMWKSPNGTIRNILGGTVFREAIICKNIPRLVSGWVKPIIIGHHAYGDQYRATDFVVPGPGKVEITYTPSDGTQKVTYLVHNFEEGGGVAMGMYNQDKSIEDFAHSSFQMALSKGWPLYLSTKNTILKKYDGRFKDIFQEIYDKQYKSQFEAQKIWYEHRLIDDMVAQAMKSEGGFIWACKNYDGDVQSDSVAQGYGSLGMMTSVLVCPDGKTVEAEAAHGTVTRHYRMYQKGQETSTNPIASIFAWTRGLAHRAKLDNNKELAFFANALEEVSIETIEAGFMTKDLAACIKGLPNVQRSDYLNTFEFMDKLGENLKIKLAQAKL
#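 IDH1-R132H (0.5 ug/mL) preincubated 30 min with compound, then NADPH (0.016 mM) and alpha-KG (2 mM) added; 80 min at RT, pH 7.5. Remaining NADPH coupled via diaphorase/resazurin to fluorescence (540/590 nm); concentration-response curves normalized to no-enzyme control.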
# Vif-A3F inh: Vif-A3F binding inhibition; HeLa A3F-eYFP + Vif (tagged APOBEC3F with the HIV-1 protein that degrades it), YFP fluorescence increase; Potency, µM (series often up to 46.1 µM), for the others: at the top dose activity, negative = active; 0.2% of 390,000 active; also: potency is read from the fitted curve at half-maximal effect; % of control where 0% means no effect; nearly all actives have a fitted effect of over 65% in size
#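 HeLa cells stably expressing A3F-eYFP plus Vif, plated and incubated overnight at 37 deg C, then exposed to compounds overnight at 37 deg C. Blocked degradation read as raised yellow fluorescence (Ex 488/Em 500-530).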
# USP1-UAF1 inh: USP1/UAF1 (human) deubiquitinase inhibition; O94782; recombinant USP1/UAF1, Ub-Rhodamine cleavage fluorescence; Potency, µM (series often up to 57.1 µM), for the others: at the highest dose activity change, negative = inhibition, hits mostly inhibitors; 0.23% of 390,000 active; AID 743255; also: potency is read from the fitted curve at half-maximal effect; % is scaled to controls: 0 for no effect and ±100 for the full control effect; nearly all actives have a fitted effect of over 60% in size; inactives centre near -12
#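 Step one: compound is pinned into 1nM USP1/UAF1 in HEPES pH 7.8 buffer with TCEP. Step two: 15 min room-temperature incubation. Step three: Ub-Rho (150nM final) starts cleavage, tracked by fluorescence over six one-minute reads.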
# TrxR1 substrate: substrates of rat thioredoxin reductase 1 | O89049 | purified TrxR1 substrate turnover, NADPH consumption readout | Potency, µM (highest dose often 114 µM), for inactives: at the highest dose activity change, negative = substrate turnover | 0.01% of 390,000 active; also: potency is read from the fitted curve at half-maximal effect; % is scaled to controls: 0 for no effect and ±100 for the full control effect; nearly all actives have a fitted effect of over 50% in size
#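 Rat TrxR1, dispensed at 90 nM, was prereduced with 400 uM NADPH (final) for 5 min at ~22 deg C, then incubated with compound 15 min before 400 uM selenite. A first-read NADPH fluorescence drop versus no-compound background flagged substrates.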
# Glioma ERSR ind: inducers of ER stress response in human glioma cells | U87-MG GRP78 promoter luciferase reporter, 16 h | Potency, µM, without a hit: at the top dose activation, hits mostly activators | 0.02% of 420,000 active | AID 602332; also: potency is read from the fitted curve at half-maximal effect; series mostly up to about 76 µM; % of control where 0% means no effect; nearly all actives have a fitted effect of over 35% in size
#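 ERSR induction read as luciferase luminescence (Bright-Glo, 10 min at room temperature) in stably transfected human U87-MG glioma cells exposed to compounds for 16 h, using GRP78 as sensor.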
# LDHA inh: inhibitors of human lactate dehydrogenase A. 0.15% of 480,000 active. AID 1347041. activity change, % (values are at about 110 or 230 µM). purified LDHA, NADH/diaphorase-resazurin fluorescence; stronger effect = lower value. P00338; in the data active = activity change below about -30%; inconclusive = mostly about -25% to -30%;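 also: plate controls were DMSO wells for no effect and wells without enzyme for full effect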
#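 Remaining NADH was detected by diaphorase (0.133 mg/mL) converting 37 µM resazurin to fluorescent resorufin, read at 0 and 20 minutes. The preceding 5-minute room-temperature reaction used 2 nM LDHA, 0.2 mM sodium pyruvate and 0.06 mM NADH at pH 7.4.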
# Vif-A3G inh: blocks the Vif interaction with human APOBEC3G; Potency, µM (top dose mostly 46.1 µM), for inactives: at the top dose activity, negative = active, actives largely listed as inhibitors; HeLa A3G-eYFP + Vif (tagged APOBEC3G with the HIV-1 protein that degrades it), YFP fluorescence, overnight; 0.076% of 410,000 active; Q9HC16;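 also: potency is read from the fitted curve at half-maximal effect; % is scaled to controls: 0 for no effect and ±100 for the full control effect; nearly all actives have a fitted effect of over 60% in size; hits raise eYFP signal because A3G escapes Vif-driven loss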
#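 HeLa cells stably expressing Vif and C-terminally eYFP-tagged A3G, seeded overnight at 37 deg C, then exposed to compound by pintool overnight at 37 deg C. Rise in yellow fluorescence (Ex 488/Em 500-530, Acumen) marks blocked Vif-driven A3G degradation.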
# * hit, by the source's call; ? = inconclusive; . = not tested or not shown; [ ] = dose if it differs, or a comment. Unless noted, calls follow the shape of the dose curve; as a rule, active = well fitted curve in the direction sought with a large enough effect; inconclusive = small, poorly fitted or top-dose-only effect, or another doubt; inactive = no such curve, though single readings can be large; an effect the other way counts as inactive or inconclusive.
SMILES,TrxR1 inh,RGS4 inhibitor,mIDH1 inhibitor,Vif-A3F inh,USP1-UAF1 inh,TrxR1 substrate,Glioma ERSR ind,LDHA inh,Vif-A3G inh
CCN1CCN(C(=S)NC(=O)c2cccs2)CC1,-10%,-14%,-1%,-7%,-12%,6%,2%,-10,-1%
COc1ccc(C)cc1NC(=O)c1ccc(=O)n(Cc2ccccc2)c1,5%[57.1 µM],13%,22%,5%,-11%,4%[57.1 µM],-1%,5,2%
COc1cccc(NC(=O)CN(C)C(=O)c2cc(-c3ccccc3)nc3ccc(C)cc23)c1,8%[57.1 µM],-29%,-4%,-6%,-18%,5%[57.1 µM],-4%,2,-7%
COc1cccc(/C=N/n2cnnc2)c1OCc1ccccc1,21%,-23%,7%,-9%,-20%,18%,7%,-1,-8%
Cc1ccccc1N1OC2C(=O)N(c3ccc(F)cc3)C(=O)C2C1c1ccccn1 (stereo not drawn),8%,-28%,0%,-1%,-1%,-3%,6%,3,0%
O=C(Cc1ccccc1Cl)Nc1nc2ccccc2[nH]1,14%,9%,8%,?,-18%,5%,-2%,-7,-1%
CCN1CCN(C(=O)c2ccc(CS(=O)(=O)Cc3ccccc3Cl)o2)CC1,.,.,-5%,-10%,-22%,.,-2%,3,2%
COC(=O)c1ccccc1S(=O)(=O)N1CCC(NC(=O)c2ccccc2)CC1,3%,25%,28%,3%,0%,-4%,0%,-7,4%
O=C(O)c1ccccc1/C=N/n1c(C2CCCCC2)n[nH]c1=S,10%[57.1 µM],-25%,2%,18%,-16%,13%[57.1 µM],-5%,-4,1%
COC(=O)c1cc2occc2n1Cc1ccc(Cl)cc1,-11%,13%,6%,-26%,-5%,-2%,1%,5,-2%
Cc1cc(NC(=O)CN2C(=O)NC3(CCCCC3)C2=O)ccc1N1CCCC1,20%,6%,2%,3%,-5%,7%,-6%,-1,-1%
O=C1/C(=C/c2ccc3c(c2)OCO3)Oc2cc(OCC(=O)N3CCC[C@H]3C(=O)O)ccc21,-12%,-31%,-10%,2%,-27%,-5%,-1%,-4,-1%
Cc1ccc(S(=O)(=O)N2CCN(S(C)(=O)=O)C2C)cc1 (stereo not drawn),23%,-5%,2%,3%,-6%,5%,-4%,-5,-2%
O=C(O)/C(=C\c1ccccc1)c1ccc2ccccc2c1,1%,3%,3%,8%,?,1%,5%,-3,-1%
COc1ccc(OC)c(-c2nn(-c3ccccc3)cc2C(=O)NC2(C)CCS(=O)(=O)C2)c1 (stereo not drawn),.,.,3%,-7%,?,.,-2%,-6,0%
CN1CCN(CCCNC(=O)c2ccc3nc(Cc4ccccc4)oc3c2)CC1,31%[57.1 µM],4%,16%,0%,-25%,6%[57.1 µM],-2%,-1,3%
CC(=O)COC(=O)c1ccc2noc(-c3ccccc3)c2c1,-13%,-7%,1%,-9%,-10%,1%[0.457 µM],4%,-7,-5%
Cc1c(C)c(C)c2[nH]c(=S)[nH]c2c1C,0%[57.1 µM],17%,14%,16%,1%,10%[57.1 µM],-2%,-13,0%
O=C(CNCc1cccc(Cl)c1)N1CCc2ccccc2C1,1%,-9%,-9%,0%,-4%,0%,-4%,-13,-3%
CCC(C)N1C(=O)CCC1C(=O)NCc1ccc2c(c1)OCO2 (stereo not drawn),19%,11%,-6%,1%,?,-1%,-2%,2,1%
COc1ccccc1CC(=O)Nc1ccc(-c2nnc(-c3ccco3)o2)cc1,28%,6%[11.4 µM],2%,-3%,-24%,47%[activator][57.1 µM],4%,-6,2%
O=S(=O)(c1ccc(Cl)cc1)N1CCN(Cc2ccncc2)CC1,5%,12%,1%,1%,-13%,6%,-1%,-5,-7%
O=C(NCCCN1CCOCC1)c1ccc(Br)s1,-1%,-12%,0%,-1%,-10%,1%,-3%,1,1%
Cc1ccccc1Nc1nnc(SCC(=O)c2ccc(O)cc2O)s1,-1%,-12%,0%,-11%,-24%,2%,1%,-9,-7%
O=C(COc1ccc2oc3c(c2c1)CCCC3)Nc1ccc(Br)cc1,15%,13%,-12%,4%,-8%,3%,-3%,-6,-1%

# Already shown: 8 of the compounds above.
SMILES,TrxR1 inh,RGS4 inhibitor,mIDH1 inhibitor,Vif-A3F inh,USP1-UAF1 inh,TrxR1 substrate,Glioma ERSR ind,LDHA inh,Vif-A3G inh
Cc1c(C)c(C)c2[nH]c(=S)[nH]c2c1C,0%[57.1 µM],17%,14%,16%,1%,10%[57.1 µM],-2%,-13,0%
O=C(CNCc1cccc(Cl)c1)N1CCc2ccccc2C1,1%,-9%,-9%,0%,-4%,0%,-4%,-13,-3%
CCC(C)N1C(=O)CCC1C(=O)NCc1ccc2c(c1)OCO2 (stereo not drawn),19%,11%,-6%,1%,?,-1%,-2%,2,1%
COc1ccccc1CC(=O)Nc1ccc(-c2nnc(-c3ccco3)o2)cc1,28%,6%[11.4 µM],2%,-3%,-24%,47%[activator][57.1 µM],4%,-6,2%
O=S(=O)(c1ccc(Cl)cc1)N1CCN(Cc2ccncc2)CC1,5%,12%,1%,1%,-13%,6%,-1%,-5,-7%
O=C(NCCCN1CCOCC1)c1ccc(Br)s1,-1%,-12%,0%,-1%,-10%,1%,-3%,1,1%
Cc1ccccc1Nc1nnc(SCC(=O)c2ccc(O)cc2O)s1,-1%,-12%,0%,-11%,-24%,2%,1%,-9,-7%
O=C(COc1ccc2oc3c(c2c1)CCCC3)Nc1ccc(Br)cc1,15%,13%,-12%,4%,-8%,3%,-3%,-6,-1%

# (list continues)
SMILES,TrxR1 inh,RGS4 inhibitor,mIDH1 inhibitor,Vif-A3F inh,USP1-UAF1 inh,TrxR1 substrate,Glioma ERSR ind,LDHA inh,Vif-A3G inh
Cc1cc(OCC(O)CN)ccc1Cl (stereo not drawn),3%[57.1 µM],-3%,-2%,-4%,-22%,4%[57.1 µM],-3%,-7,-2%
O=C(O)C1CC=CCC1C(=O)NC12CC3CC(CC(C3)C1)C2 (stereo not drawn),8%,-12%,5%,-5%,-12%,4%,-5%,2,3%
COc1ccc(CNC(=O)CCSc2ccc(F)cc2)cc1OC,0%[11.4 µM],-5%[56.9 µM],-3%,-5%,-25%,2%[11.4 µM],1%,-5,2%
Cc1ccc(NC(=O)C2CCCN(S(=O)(=O)c3cnc[nH]3)C2)cc1C (stereo not drawn),2%,3%,-6%,-2%,4%,-3%,-2%,-2,0%
CCc1cccc(C)c1NC(=S)NCc1ccccc1,-9%[57.1 µM],31%,2%,?,-2%,4%[57.1 µM],-3%,-10,0%
O=C(Nc1ccc(Cl)cc1F)C1CCN(S(=O)(=O)c2cccnc2)CC1,12%[57.1 µM],-21%,0%,1%,-7%,9%[57.1 µM],-5%,-5,-1%
Cc1ccc(-c2nc(N/N=C/c3ccccc3[N+](=O)[O-])c3ccccc3n2)cc1,9%,9%,-3%,-8%,?,-6%,6%,1,1%
CC(=O)c1sc(NC(=O)CS(=O)(=O)c2ccc(F)cc2)nc1C,-20%,-1%,0%,4%,-21%,-9%,-1%,-8,-4%
COc1cc(C(=S)N2CCCC2)cc(Cl)c1O,-6%,-42%,1%,-5%,-5%,0%,-3%,-7,2%
COc1ccc(S(=O)(=O)N2CCC(O)(c3ccc(Cl)cc3)CC2)cc1OC,18%,-3%,-14%,-1%,-24%,0%,-1%,-3,3%
CN(C)c1ccc(/C=C/c2cnnc3ccccc23)cc1,-2%,.,.,.,.,1%,-1%,2,8.9µM*
Cc1cc(-c2csc(NC(=O)c3ccccc3C(F)(F)F)n2)c(C)n1Cc1ccccc1,-5%,-8%,2%,2%,-15%,-2%,-5%,1,0%
O=C(Cn1ccc2cc(S(=O)(=O)N3CCCCC3)ccc21)NCc1cccc(Cl)c1,26%,25%,18%,3%,-20%,-4%,-2%,-10,?
Cc1nn(CC(=O)NCCc2ccccc2)c(C)c1[N+](=O)[O-],17%,28%,5%,3%,-6%,7%,-3%,-6,1%
O=C(CSc1nnc(NC(=O)C2CC(=O)N(c3ccccc3)C2)s1)NC1CCCC1 (stereo not drawn),2%,5%,-1%,-3%,3%,-1%,-3%,-4,-1%
CN(Cc1ccccc1)C(=O)CCSc1nc(-c2ccc3c(c2)OCO3)cc(C(F)(F)F)n1,46%[activator],-17%,13%,3%,-13%,128%[activator],-3%,3,1%
CCN(CC)C(=S)NC(=O)c1ccc(OC)c(Br)c1,1%[57.1 µM],-21%,4%,-15%,-21%,-19%[57.1 µM],-3%,-2,3%
CCN(CC)c1ccc(NC(=O)c2ccc(S(=O)(=O)N3CCOCC3)cc2)cc1,14%,-29%,0%,1%,-20%,-1%,-5%,-3,0%
O=C(CSc1nc(-c2ccccc2)cc(C(F)(F)F)n1)NCc1ccco1,-8%,14%,2%,-13%,-2%,2%,-2%,-8,-3%
Cc1ccc2nc(SCC(=O)Nc3ccc(Br)cc3)nc(=O)n2c1,-3%,30%,-2%,-2%,-7%,-6%,6%,2,0%

# Assay outcomes from PubChem.

# Only part of the results is shown (hit frequency here may not be typical).
